COUP-TFII inh: inhibitors of human COUP-TFII (NR2F2) | AID 686940 | inhibition, % at 8.6 µM | 0.7% of 370,000 active | HEK293T NGFI-A luciferase reporter, luminescence;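 active = inhibition above a per-plate cutoff, mean inhibition of test wells between control levels plus 3 SD, cut at about 38% in these data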;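 note: cells cotransfected with COUP-TFII expression vector driving the NGFI-A reporter; 0% = median of COUP-TF2 test wells and 100% = reporter-only cells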
NCOA3 inh: human NCOA3 inhibition | Q9Y6Q9 | HEK293 GAL4-SRC3 luciferase reporter, luminescence | inhibition, % at 3.6 µM | 0.17% of 360,000 active | AID 588352;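 active = inhibition above a per-campaign cutoff, the mean of all compounds plus 3 SD, cut at about 60% in these data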;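 note: 0% = DMSO-treated cells and 100% = gossypol-treated cells at 36 µM; higher means less SRC3-driven luciferase light from the GAL4 reporter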
TROY NFkB inh: blocks TROY-dependent signaling in reporter cells; Q293 LMP1-TROYcd NF-kB luciferase reporter, 4 h; inhibition, % at 10 µM; 0.98% of 360,000 active; AID 1347056;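 active = compounds whose plate-normalised and pattern-corrected inhibition of the luciferase reporter signal at the single screening dose is 50% or more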
TLR9-MyD88 inh: blocks human TLR9 binding to MyD88 | CHO BLA complementation TLR9-MyD88, CCF4 FRET ratio | AID 504734 | inhibition, % at 4.98 µM | 0.21% of 340,000 active | Q9NR96+Q99836;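 active = inhibition above the mean over all tested compounds plus 3 SD, cut at about 21% in these data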;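 note: 0% = DMSO only wells and 100% = clavulanate BLA inhibitor control wells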
SRC2 inh: inhibits human steroid receptor coactivator 2; Q15596; HEK293 GAL4-SRC2 luciferase reporter, luminescence; inhibition, % at 9 µM; 0.17% of 370,000 active; AID 651957;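 active = inhibition above the mean inhibition of all tested compounds plus 3 SD, set per campaign, cut at about 52% in these data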;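 note: 0% = DMSO treated cells and 100% = cells given Gossypol at 36 µM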
ABHD5-PLIN5 inh: blocks binding of human ABHD5 to perilipin-5; Q00G26+Q8WTS1; Split G. princeps luciferase complementation, luminescence, 4 h; inhibition, % at 4 µM; 0.78% of 360,000 active; AID 602281;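 active = inhibition above the mean inhibition across every tested compound plus 3 SD, cut at about 22% in these data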;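 note: 0% = DMSO only wells and the 100% control is not disclosed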
Target sequence (Q00G26 whole entry, looked up): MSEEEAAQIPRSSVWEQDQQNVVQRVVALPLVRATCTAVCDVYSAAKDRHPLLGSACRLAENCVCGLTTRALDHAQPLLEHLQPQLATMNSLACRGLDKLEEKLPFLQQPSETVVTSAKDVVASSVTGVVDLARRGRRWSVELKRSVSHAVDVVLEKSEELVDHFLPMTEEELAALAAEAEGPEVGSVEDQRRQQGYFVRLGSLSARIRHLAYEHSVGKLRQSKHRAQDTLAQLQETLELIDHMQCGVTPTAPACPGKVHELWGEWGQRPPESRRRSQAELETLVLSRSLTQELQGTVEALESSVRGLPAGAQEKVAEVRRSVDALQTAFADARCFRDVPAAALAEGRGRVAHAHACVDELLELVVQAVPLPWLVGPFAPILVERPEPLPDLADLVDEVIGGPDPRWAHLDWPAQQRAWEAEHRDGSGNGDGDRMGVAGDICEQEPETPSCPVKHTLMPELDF
Target sequence (Q8WTS1 whole entry, looked up): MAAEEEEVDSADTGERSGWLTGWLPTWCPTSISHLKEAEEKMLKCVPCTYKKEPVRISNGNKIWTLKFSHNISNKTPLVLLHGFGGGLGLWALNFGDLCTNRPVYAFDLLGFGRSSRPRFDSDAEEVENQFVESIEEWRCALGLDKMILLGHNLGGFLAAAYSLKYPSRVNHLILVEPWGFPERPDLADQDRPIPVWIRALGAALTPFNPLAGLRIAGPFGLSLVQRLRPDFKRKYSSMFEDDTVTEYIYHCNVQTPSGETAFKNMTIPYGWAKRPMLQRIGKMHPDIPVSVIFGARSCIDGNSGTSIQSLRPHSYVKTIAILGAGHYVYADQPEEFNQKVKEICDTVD
SRC1 inh: inhibitors of human steroid receptor coactivator 1 (SRC1) | inhibition, % at 3.6 µM | 0.12% of 360,000 active | AID 588354 | HEK293 GAL4-SRC1 luciferase reporter, luminescence;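 active = inhibition above the campaign mean plus 3 SD, with each screening campaign given its own cutoff, cut at about 60% in these data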;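 note: 0% = DMSO treated cells and 100% = gossypol at 36 µM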
LRH-1 inv ag: NR5A2 inverse agonism in reporter assay; inhibition, % at 3.6 µM; HEK293T StAR-luciferase reporter, LRH-1 transfected, 24 h; 0.13% of 360,000 active; O00482;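 active = inhibition above the mean inhibition of all tested compounds plus 3 SD, cut at about 73% in these data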;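 note: 0% = DMSO wells and 100% = reporter-only cells lacking LRH-1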
TWEAK Fn14 block: inhibitors of TWEAK-Fn14 interaction signaling. inhibition, % at 10 µM. TWEAK-stimulated Fn14 reporter cells, luciferase luminescence, 8 h. 2% of 360,000 active; in the data active = inhibition above about 50%
Granule exo inh: lytic granule exocytosis inhibition; TALL-104 LAMP-1 surface exposure, flow cytometry; cells stimulated with thapsigargin and PMA; inhibition, % at 10 µM; 0.66% of 360,000 active;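 active = inhibition above about 55%, limit read from the data; inconclusive = no clear call, values can overlap the other calls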
NOD2-RIPK2 inh: inhibitors of human NOD2-RIPK2 interaction. O43353. CHO BLA complementation NOD2-RIPK2, CCF4 ratio. inhibition, % at 4.98 µM. 0.38% of 360,000 active. AID 624267; in the data active = inhibition above about 21%;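 note: 0% = vehicle only and 100% = reference blocker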
An asterisk follows results filed as active; ? = inconclusive; . = no result given. Some of the compounds tested; rates above refer to the full screens.

molecule	COUP-TFII inh	NCOA3 inh	TROY NFkB inh	TLR9-MyD88 inh	SRC2 inh	ABHD5-PLIN5 inh	SRC1 inh	LRH-1 inv ag	TWEAK Fn14 block	Granule exo inh	NOD2-RIPK2 inh
O=C(CSc1ccc(C(F)(F)F)cc1[N+](=O)[O-])Nc1ccccc1	-30	7	-6	-7	-14	-3	-15	-9	-37	-3	-5
CC[n+]1c(/C=C/N(C)c2ccccc2)oc2ccc(Cl)cc21	-2	17	7	-15	7	-3	11	12	-9	-3	1
CCOCCCNC(=O)c1ccccc1OC1CCN(S(C)(=O)=O)CC1	5	-5	-1	0	-5	-3	-5	-2	6	1	3
COc1ccc(-n2c(=O)c3ccccc3n(CC(=O)NC3CCCC3)c2=O)c(OC)c1	-1	4	-13	1	0	4	-3	1	-14	0	-15
COc1ccc(S(=O)(=O)N2CCCCCC2)cc1C(=O)N(C)CC(=O)Nc1c(Cl)cccc1Cl	-11	4	-4	2	17	2	24	14	-4	-2	1
Nc1nc(N2CCOCC2)cc(=O)[nH]1	-2	18	5	-6	8	1	-4	2	-28	-3	0
CC(C)c1ccc(NC(=O)C2=NNC(=O)CC2)cc1	-41	-91	-4	-1	-47	-6	-110	-131	-10	5	5
COc1ccc(CN(C)S(=O)(=O)c2nnc(NC(=O)c3ccccc3OC)s2)cc1OC	3	3	10	11	2	8	-7	10	-5	?	1
O=C1CN(C(=O)COC(=O)c2ccc([N+](=O)[O-])s2)c2ccccc2N1	.	8	8	-4	.	2	-3	-5	3	-2	6
O=C(CNc1cccc(S(=O)(=O)N2CCOCC2)c1)N1CCc2ccccc21	-26	-7	-36	-2	9	-6	-13	-18	-10	5	4
CCOC(=O)CCC(=O)Nc1cccc([N+](=O)[O-])c1	-1	0	-5	-6	-9	5	-9	18	-8	-4	1
Cc1cc(NC(=O)c2ccc(Cn3cc([N+](=O)[O-])cn3)o2)no1	-15	-7	11	-3	-17	1	-6	0	3	-2	-7
O=C(Nc1nc(-c2ccccc2)c(-c2ccccc2)s1)c1ccc(S(=O)(=O)N2CCCC2)cc1	-11	7	12	-3	-8	-3	13	22	17	-3	3
Cc1c(/C(O)=C2/C(=O)C(=O)N(CCN3CCOCC3)C2c2cccs2)cnn1-c1ccccc1 (stereo not given)	16	21	60*	-1	-4	-1	-17	-36	53*	-4	3
Cc1ccc(S(=O)(=O)N(C)c2ccc(C(=O)NCC(c3cccs3)N3CCOCC3)cc2)cc1 (stereo not given)	2	-1	12	5	-35	3	2	-10	12	0	-1
COc1cccc(C(NC(C)=O)c2nc(-c3ccc4ccccc4c3)cs2)c1 (stereo not given)	8	-23	6	.	3	5	-6	-19	14	1	-18
CCOc1ccc(C(=O)NC2C(=O)N3C(C(=O)O)=C(COC(C)=O)CSC23)cc1OCC (stereo not given)	10	3	26	-4	18	32*	2	-21	9	-4	-2
CCN(CC)S(=O)(=O)c1ccc(N/N=C/c2ccc(O)cc2O)nc1	-40	68*	25	-1	31	-1	46	40	-1	5	4
Cc1nonc1CN(C)C(=O)CC1C(=O)NCCN1Cc1ccccc1F (stereo not given)	4	11	-1	-3	-3	10	-32	10	11	0	0
O=C(NC(=S)NNC(=O)c1ccc(Cl)cc1Cl)c1cccnc1	-13	19	-30	-7	24	7	-2	2	-10	-4	-2
COc1ccc(C(CNC(=O)C2CC2)N(C)C)cc1 (stereo not given)	-3	-27	0	4	2	-3	-3	-7	-2	5	-4
COc1ccc(CN2C[C@@H](CO)O[C@@H](n3cnc4c(N5CCN(c6ccccc6)CC5)ncnc43)C2)cc1	22	-20	41	.	8	-3	12	7	7	-4	0
O=C(Nc1ccccc1Oc1cccnc1)C1CCCN(Cc2cccc(Cl)c2)C1 (stereo not given)	-5	-20	-6	1	-1	-2	-1	6	-2	-2	-10
O=C(CN1C(=O)CSc2ccc(S(=O)(=O)N3CCCCC3)cc21)NCc1ccccc1	-6	5	-39	-6	-3	-4	18	28	1	-8	6
Cc1ccc(CS(=O)(=O)CCC(=O)NCc2ccc(F)cc2)cc1	-4	12	5	8	-18	0	-7	13	-10	0	10
Cc1ccnc2nc(C(=O)OCC(=O)N(Cc3ccccc3)C(C)C)nn12	11	4	-3	-11	5	0	1	4	9	-14	11
COc1cc(C2C(C(=O)C(C)(C)C)=C(O)C(=O)N2Cc2ccccc2)ccc1O (stereo not given)	7	-34	-14	1	-6	0	-31	-16	-2	-3	3
O=C(COC(=O)c1cc(-c2cccs2)nc2ccccc12)NCc1ccco1	3	-18	.	3	-24	17	-9	5	5	9	0
CCOC(=O)c1nn(-c2ccc(Cl)cc2)cc1O	-22	-64	-39	-2	-12	-3	-78	-141	5	0	-8
CCOc1ccccc1N1CCN(C(=O)c2cc3c(C)cc(C)cc3[nH]2)CC1	9	-27	23	-6	6	-15	-12	-6	11	-7	-12
COc1cc(OC)cc(C(=O)Nc2cccc(N3CCCC3)c2)c1	6	3	-9	0	6	8	2	11	-12	0	-12
CC(C)(C)C(=O)Nc1nnc(SCC(=O)NCc2cccs2)s1	2	0	14	-19	11	4	7	10	-15	7	-12
Cc1nc2ccc(NC(=O)c3cccs3)cc2s1	-79	-68	-28	-5	-32	-4	-75	-103	-29	-3	9
Cc1ccsc1-c1nc(CN(C)C(C2CC2)C2CC2)c(C)o1	9	0	-17	11	-24	5	-6	4	7	1	-5
O=C(Nc1cc2c(cc1Br)OCCO2)c1cccs1	-21	-119	-39	-1	-63	2	-90	-99	-5	-6	-16
O=C(O)CSCC(=O)NCc1csc2ccc(Cl)cc12	-7	4	-3	.	-24	8	-10	-10	2	-1	-8
Cc1cc(Cl)ccc1OCC(=O)NCCCCc1ccccc1	-4	12	-4	6	-18	-5	-19	-24	-36	2	-2
CCCCOc1[nH]c2nc(-c3ccco3)n(Cc3ccco3)c(=N)c2c1C#N	-14	-12	-3	5	-44	48*	-34	-9	-23	-2	19
O=c1cccccc1NN=C1CCCCCC1	-19	-23	-13	-4	-35	10	-61	-61	-3	-1	-9
COc1ccc(CNC(=O)CCNS(=O)(=O)c2cc(Br)cnc2N)cc1	.	28	24	3	.	7	36	14	24	-7	7
Nc1cc(N)nc(SCC(=O)NCCC2=CCCCC2)n1	7	-4	-5	-1	-11	-2	-11	-18	15	-4	-6
Cc1[nH]n(-c2ccccc2)c(=O)c1C(c1ccc(C(=O)O)cc1)c1c(C)[nH]n(-c2ccccc2)c1=O	0	10	-9	0	1	-18	3	12	5	2	7
Cc1c(C)[n+](=O)c(-c2ccco2)c(C)n1[O-]	-1	5	-16	-15	8	4	-6	-11	-4	0	-7
Cc1ccc(C(=O)Nc2ccc(S(=O)(=O)N3CCOCC3)cc2)cc1C	-12	-4	17	-11	-12	-4	11	11	-4	-1	-8
O=C(Cn1cnc2cc([N+](=O)[O-])ccc2c1=O)Nc1ccccc1-c1ccccc1	21	18	-7	-8	18	-1	2	21	-12	-2	-5
Cc1cccc(OCC(=O)NNC(=O)CCN2CCN(c3ccccc3)CC2)c1C	19	3	3	0	-9	1	2	9	24	2	-4
COc1cc(C(=O)NNC(=O)CN2C(=O)NC(C)(c3ccc(C)cc3)C2=O)cc(OC)c1OC (stereo not given)	0	-2	-4	9	-4	2	-22	-30	0	15	-9
COc1cc(OC)cc(C(=O)Nc2c(C)nn(-c3ccccc3)c2C)c1	-6	13	10	12	-10	-12	-22	-2	-13	0	-1
CCn1cnnc1SCC(=O)c1c(N)n(C2CC2)c(=O)[nH]c1=O	-8	8	-9	0	-14	-4	-6	5	3	-2	-5
O=C(Nc1ccc(Cl)cc1C(=O)NCc1cccnc1)c1ccc(Cl)cc1Cl	5	-3	-4	15	-20	-2	-5	14	5	5	0
CCOc1nc2cnccc2n(CC(=O)Nc2cccc(C)c2C)c1=O	15	2	-3	-18	7	11	-2	-12	-2	-1	-5
Cc1nn(C)c(Cl)c1CN1CCN(C2CCCC2)C(CCO)C1 (stereo not given)	10	19	13	-1	-6	-5	5	-5	0	0	-3
COc1ccc(C2C3=C(CCCC3=O)Nc3nc(SCc4ccccc4)nn32)cc1OC (stereo not given)	-6	6	5	1	7	4	-13	13	-10	-8	-1
O=C(N/N=C/c1ccc(F)c(F)c1)c1cccc(S(=O)(=O)N2CCCCC2)c1	0	17	4	12	-14	6	0	-2	17	2	-7
Cc1cnc(C(=O)OCC(=O)c2cc(C)n(CCc3ccc(F)cc3)c2C)cn1	6	-9	-4	5	14	-1	6	30	19	1	-12
CCOC(=O)c1ccc(NC(=O)CCc2ccc(CC)o2)cc1	5	-12	2	-2	-9	2	-68	-3	16	1	0
Cc1cccc(-c2ncc(CN3CCCC(CO)(Cc4cccc(Cl)c4)C3)cn2)c1 (stereo not given)	11	9	12	5	7	-7	-14	-7	-4	-5	-4
Cc1ccc(NC(=O)c2ncn(CCCN3CCN(Cc4cccc5ccccc45)CC3)n2)cc1C	16	-19	11	5	-7	-1	-5	8	-20	32	11
CCN(CC)S(=O)(=O)c1csc(C(=O)NC2CCCCC2)c1	-7	-3	-11	-6	-15	-1	-2	4	-3	2	1
Cn1nnnc1SCC(=O)Nc1ccc(Cl)cn1	-8	3	-3	1	7	0	-26	7	-6	-9	-1

Continued.
molecule	COUP-TFII inh	NCOA3 inh	TROY NFkB inh	TLR9-MyD88 inh	SRC2 inh	ABHD5-PLIN5 inh	SRC1 inh	LRH-1 inv ag	TWEAK Fn14 block	Granule exo inh	NOD2-RIPK2 inh
Cc1c(C(=O)Nc2ccc3c(c2)OCO3)sc2nc(-c3ccccc3)cn12	-10	16	22	-2	-7	6	12	-12	-25	3	-10
CCC(=O)N1Cc2cc(C(=O)NCc3cccc(F)c3)nc(-c3cccc(C4=CCCC4)c3)c2[C@H]1CCO	-13	.	8	.	-7	1	.	1	-7	-4	-1
CCOC(=O)N1CCC(N2CCCC(C(=O)c3cc(C)c(OC)c(C)c3)C2)CC1 (stereo not given)	0	2	-15	-2	-9	1	-47	-8	-14	4	-12
CCCc1cc(-c2n[nH]c(=S)n2C(C)c2ccccc2)cs1 (stereo not given)	-1	16	-3	1	10	-6	-8	-30	-21	-6	14
Nc1c(N(CCCO)C(=O)C2CCCCC2)c(=O)[nH]c(=O)n1Cc1ccccc1	-1	24	0	-1	9	7	-50	6	-1	-2	-11
Cc1cc(Cl)ccc1OCC(=O)NCCCn1ccnc1	5	12	-5	2	2	-1	-12	0	-4	0	-5
Cc1c(N=Cc2nc3ccccc3[nH]2)c(=O)n(-c2ccccc2)n1C	-15	-30	-34	-5	-6	-2	-10	8	-16	2	-3
Cc1ccc(NC(=O)COC(=O)c2cccc3c2C(=O)c2ccccc2C3=O)c(C)c1	3	19	25	0	9	0	17	5	13	6	-2
Cc1ccc(OCC(O)CNS(=O)(=O)c2ccccc2C(=O)N2CCCCC2)cc1 (stereo not given)	7	12	3	-3	-10	-1	4	8	-7	-4	-3
Cc1ccc(Cc2cc(-c3ccc(C)cc3)n[nH]c2=O)cc1	11	-12	-13	.	11	4	-31	-1	-15	-2	3

Compound activity: PubChem, several laboratories
